M5 PAM = CHRM5 positive allosteric modulation. activation, % at 3 µM. P08912. CHO-K1 hM5, Fluo-8 calcium, ACh EC20 PAM; 0% = ACh EC20, 100% = ACh EC100. hit rate 0.3% among 360,000;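 active = activation above the run cutoff, the mean activation of all test compounds plus 3 SD, cut at about 18% in these data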
Target sequence (P08912 whole entry, looked up): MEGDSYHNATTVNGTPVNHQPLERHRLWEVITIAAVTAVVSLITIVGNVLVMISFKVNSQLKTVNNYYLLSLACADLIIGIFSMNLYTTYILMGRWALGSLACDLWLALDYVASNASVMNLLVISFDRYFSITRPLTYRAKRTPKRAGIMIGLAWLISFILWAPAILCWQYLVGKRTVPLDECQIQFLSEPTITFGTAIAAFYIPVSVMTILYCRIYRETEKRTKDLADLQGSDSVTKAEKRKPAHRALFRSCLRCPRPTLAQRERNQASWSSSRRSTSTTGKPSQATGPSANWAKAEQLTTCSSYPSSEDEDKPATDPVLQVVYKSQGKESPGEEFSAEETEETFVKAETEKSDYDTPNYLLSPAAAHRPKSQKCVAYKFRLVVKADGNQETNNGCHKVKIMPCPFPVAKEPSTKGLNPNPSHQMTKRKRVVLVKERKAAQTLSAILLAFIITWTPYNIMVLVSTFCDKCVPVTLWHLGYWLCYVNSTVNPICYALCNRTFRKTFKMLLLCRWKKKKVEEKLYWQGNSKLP
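Assay system: CHO-K1 hM5 cells / Incubation: Fluo-8 loading 80 min at 37 °C plus 30 min room temperature / Technique: Fluo-8 calcium dye fluorescence, kinetic read / Repeats: single replicate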
M4 PAM = positive allosteric modulators of human muscarinic M4 receptor | P08173 | CHO-K1 hM4/Gqi5, Fluo-8 calcium fluorescence, ACh EC20; 0% = ACh EC20, 100% = maximal ACh | activation, % at 3 µM | hit rate 0.4% among 360,000 | AID 624126;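 active = activation above its plate's cutoff, the mean activation of sample wells plus 3 SD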; also: some results filed as inactive read as strong as hits
CHRM4 antagonist = antagonists of human muscarinic M4 receptor (CHRM4); P08173; CHO-hM4 cells, ACh EC80, Fluo-8 calcium fluorescence; inhibition, % at 3 µM; hit rate 0.73% among 360,000;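 active = inhibition above its plate's cutoff, the mean inhibition of sample wells plus 3 SD, cut at about 27% in these data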;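 also: 0% = acetylcholine EC80 with DMSO and 100% = DMSO without agonist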
CRFBP-R2 block = blocks CRF-induced signaling of the CRF-BP/CRF-R2 complex; HEK293 CRF-R2/CRF-BP, CRF-induced calcium fluorescence; AID 588475; hit rate 0.59% among 350,000; inhibition, % at 11.8 µM;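 active = inhibition of the ligand-induced calcium signal above about 50% at the single tested concentration, limit read from the data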
CRFBP-R2 agonist = CRF-BP/CRF-R2 complex agonism; HEK293 CRF-R2/CRF-BP, calcium dye fluorescence (FLIPR); percent of saturating CRF peptide response; activation, % at 13.2 µM; hit rate 0.46% among 350,000; AID 588473;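 active = activation of at least 50%, plus an integration ratio under a set limit after plate pattern correction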;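 also: plate controls were neutral control wells without compound for no effect and CRF at EC100 for full effect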
M4 ag = CHRM4 agonism in calcium assay | CHO-K1 hM4/Gqi5, Fluo-8 calcium fluorescence; vehicle 0%, full acetylcholine response 100% | activation, % at 3 µM | hit rate 0.14% among 360,000;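 active = activation above the run mean over all test wells plus 3 SD, cut at about 32% in these data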;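 also: peak over basal fluorescence ratio per well then scaled between controls; 0% = DMSO wells and 100% = acetylcholine at EC100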
M5 antag = CHRM5 antagonism in calcium assay. inhibition, % at 3 µM. hit rate 0.59% among 360,000. CHO-hM5 cells, Fluo-8 calcium fluorescence, ACh EC80;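 active = inhibition above a per-plate cutoff, the mean of that plate's test compounds plus 3 SD, cut at about 27% in these data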;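 also: 0% = acetylcholine EC80 with DMSO and 100% = DMSO without agonist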
CHRM1 PAM = human CHRM1 positive allosteric modulation | P11229 | CHO-K1 hM1, Fluo-8 calcium fluorescence, ACh EC20; 0% = ACh EC20, 100% = maximal ACh | activation, % at 3 µM | hit rate 0.088% among 360,000; in the data active = activation above about 19%, passing the limit was not always enough
M5 ag = agonists of human muscarinic M5 receptor (CHRM5); AID 624037; CHO-K1 hM5 cells, Fluo-8 calcium fluorescence; 0% DMSO wells, 100% maximal acetylcholine response; P08912; activation, % at 3 µM; hit rate 0.19% among 360,000;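 active = activation above the run's mean over test compounds plus 3 SD, cut at about 23% in these data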;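 also: signal is peak over basal fluorescence ratio across the kinetic read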
* = called active by the depositor; x = not tested or not shown.

smiles	M5 PAM	M4 PAM	CHRM4 antagonist	CRFBP-R2 block	CRFBP-R2 agonist	M4 ag	M5 antag	CHRM1 PAM	M5 ag
COC(=O)CC1=NN(c2ccccc2)C(=O)/C1=C\c1ccc(OC)cc1	5	5	5	37	-0.2	2	-6	4	0
CC(=O)Nc1ccccc1P(=O)(c1ccccc1)c1ccccc1OC(C)=O (stereo not given)	-3	0	0	-1	-0.1	3	12	12	1
CC(C)CN(C(=O)COC(=O)Cc1ccc(Cl)cc1)c1c(N)n(Cc2ccccc2)c(=O)[nH]c1=O	3	15	-9	-5	2.6	1	2	12	-3
CCc1cccc(N(C(=O)c2csnn2)C(C(=O)NC2CCCCC2)c2cccnc2)c1 (stereo not given)	-3	-6	4	-4	0.6	-2	12	8	-1
COc1ccc(OC)c(C(=O)c2ccc(C(=O)Nc3ccccc3)cc2)c1	-4	-7	11	-21	-0.9	0	8	-6	0
O=C(O)c1ccccc1-c1ncc(-c2ccccc2)o1	6	0	-14	-16	-1.1	0	-1	7	2
CC(=O)c1c(C)[nH]c(=S)c(C#N)c1-c1ccc(Cl)cc1	-7	-2	6	6	0.2	1	13	11	-2
Cc1ccc(S(=O)(=O)N2CCOCC2)cc1NC(=O)COC(=O)COc1ccc(C#N)cc1	-2	8	-3	3	-1.7	3	-3	-1	2
Cc1cc(Br)cn2c(Cc3ccccc3C(F)(F)F)c(-c3cccc(Br)c3)nc12	2	4	-5	x	x	0	-2	x	-3
CCN(CC)CCn1nc2c3c(cccc3c1=O)-c1ccccc1-2	1	8	-10	16	-0.3	1	-2	11	-7
COc1cc2nc(CN3C(=O)c4ccccc4C3=O)oc(=O)c2cc1OC	0	13	-4	9	-1.5	0	-3	8	-1
Cc1c(C(C)C)c(=O)n(-c2ccc(S(=O)(=O)NC3CCCCC3)cc2)n1C	-14	-7	2	-9	-0.5	15	30*	-5	2
O=C(CN1CCN(S(=O)(=O)c2ccc(Br)s2)CC1)NC1CCCCC1	8	10	-7	-13	0.3	2	4	11	1
CCN1CCN(CC(=O)Nc2c(OC)cccc2OC)CC1	5	11	-9	12	0.2	1	2	19	-4
Cc1ccc(S(=O)(=O)NN2C(=O)c3ccccc3NC2(C)C)cc1	-1	-3	13	8	-0.5	-1	-6	5	-1
CO/N=C/NC(=O)NOCc1c(Cl)cccc1Cl	-2	11	0	0	-2.8	0	2	2	2
O=c1[nH]nc(-c2ccc(OCc3ccc(Cl)cc3Cl)cc2)o1	-2	8	-9	2	2.2	1	-1	13	-4
Cc1ccc(S(=O)(=O)N2CCOC2CNC(=O)C(=O)NCC(C)C)cc1 (stereo not given)	13	22*	-9	-11	-0.5	2	-10	24*	0
CCN(CC)C(=O)Oc1ccc(Br)cc1C(=O)Nc1ccc(F)c(Cl)c1	3	-8	-2	-29	0.9	-1	-7	-9	-5
Cc1ccc(C(=O)N(C)Cc2ccccc2)cc1S(=O)(=O)N1CCOCC1	-1	1	-5	10	-0.1	2	-2	3	-1
CCS(=O)(=O)N1CCC(NC(C)=O)(c2ccccc2)CC1	-4	-2	9	-2	-0.5	0	2	12	-2
O=C(C1CCC(=O)N1Cc1cccnc1)N1CCN(c2ccc(F)cc2)CC1 (stereo not given)	-5	-3	-1	12	0.4	2	7	5	1
CCC(Oc1ccccc1)C(=O)OCC(=O)Nc1sccc1C(N)=O (stereo not given)	-30	-2	3	-10	0.6	22	13	-12	8
CC1(C)Cc2c(C#N)c(OCC(=O)c3ccccc3)nc(-c3ccoc3)c2CO1	1	10	2	-9	0.5	-1	-2	4	1
COc1ccc([C@H]2N[C@]3(CCCN(Cc4ccco4)C3=O)[C@H]3C(=O)N(Cc4ccccc4)C(=O)[C@@H]23)cc1	2	3	-5	3	-0.1	1	1	6	0
CCCCc1ccc(S(=O)(=O)NC(=O)C2(C)CCN2C(=O)Cc2ccccc2)cc1 (stereo not given)	3	7	-11	x	x	0	-2	5	-1
Cc1ccc(C(=O)COC(=O)CN2C(=O)C3C4CCC(C4)C3C2=O)cc1[N+](=O)[O-] (stereo not given)	-7	-2	19	-6	-1.6	5	9	-6	2
COc1cccc(-c2nc(Oc3cccc(C)c3C)c3ccccc3n2)c1O	5	5	-16	13	0.8	1	-8	8	-1
CCC1(c2ccc(F)cc2)NC(=O)N(CC(=O)N2c3ccccc3CC2C)C1=O (stereo not given)	1	1	-6	-25	29	18	0	-1	29*
CCCc1[nH]nc2c1C(c1ccoc1)C(C#N)=C(N)O2 (stereo not given)	2	7	4	3	1.6	0	-7	4	-1
CC1C(=O)Nc2ccccc2N1C(=O)c1c(F)cccc1F (stereo not given)	-6	-7	-1	-2	-1.2	3	9	4	1
Cc1ccc(NCCC(=O)c2cccc([N+](=O)[O-])c2)cc1	-5	-12	-10	16	0.6	-2	3	0	-3
Cc1ccc(NC(=O)c2cccnc2)cc1C	-2	0	0	0	-1.2	1	10	8	-1
CN(C)c1ccnc(Nc2ccc(O)cc2)c1C#N	-2	6	-18	3	1.7	1	-4	9	-3
CCOC(=O)N1CCC(NC(=O)c2ccc(NC(=O)C3CCCO3)cc2)CC1 (stereo not given)	-5	7	3	8	0.1	1	5	4	1
CC(N)=Nc1ccc([N+](=O)[O-])cc1	1	0	-4	-7	1.7	0	-3	8	-1
O=C(CSc1nnc(-c2ccncc2)o1)Nc1cc(Cl)ccc1C(=O)O	-1	0	-4	12	-2.0	0	10	7	3
C/C=C/C(=O)OCC(=O)NC(=O)NC(C)C	8	-3	0	-3	0.7	0	-13	7	-2
CC(C)NC(=O)C(=O)Nc1ccc2c(c1)N(S(=O)(=O)c1cccs1)CCC2	-13	4	-16	1	-1.7	10	11	9	-1
COc1ccccc1NC(=O)N(C)C[C@@H]1OCc2cnnn2CCCC(=O)N([C@@H](C)CO)C[C@@H]1C	0	0	-1	-13	0.2	1	2	7	0
O=C(O)C(Cc1ccnc2ccccc12)=NO	-5	-1	-16	-9	1.6	3	15	2	2
c1ccc(C(c2ccccc2)c2noc(CN3CCN(C4CCCC4)CC3)n2)cc1	-20	-21	30*	10	2.1	0	11	-30	-11
O=C(NC(=S)NNC(=O)c1ccccc1O)c1cccc([N+](=O)[O-])c1	-2	-5	6	1	-0.1	1	7	-4	-1
O=c1c2ccccc2nc(-c2ccco2)n1/N=C/c1ccccc1O	1	4	-1	12	-0.5	1	10	3	-2
Cc1cc(C)cc(NC(=O)c2ccc(CNc3c(N4CCCC4)c(=O)c3=O)cc2)c1	-6	-1	1	14	0.5	0	13	4	-1
CC(=O)Nc1ccc(OCC(=O)NC(C)C(C)C)cc1 (stereo not given)	-6	2	7	-4	-0.5	0	3	-2	0
COC(=O)C1CCN(Cc2ccc(OCCCN3CCN(c4ccc([N+](=O)[O-])cc4)CC3)cc2)CC1	-27	-24	7	2	7.0	12	24	-25	-9
Cc1ccc(C(=O)N/C(=C/c2cccs2)C(=O)N2CCCCCC2)cc1	1	0	-1	-24	-0.3	1	7	-1	5
COCCCNc1nc(SCc2ccccc2)nc2sc3c(c12)CCC3	-2	-1	6	9	0.7	-1	2	4	-2
COc1cc2c(C(=O)NCc3ccc4c(c3)OCO4)cn(CC(C)C)c(=O)c2cc1OC	-5	-5	-2	0	-0.5	3	0	1	-1
Cc1ccc(-c2nn(-c3cccc(F)c3)cc2CNCCc2ccncc2)o1	-10	0	-20	-2	0.6	3	9	7	-6
c1ccc(Oc2cccc(OCCCn3cncn3)c2)cc1	-2	-6	3	3	-1.7	1	-4	21*	-5
CCC1COCCS(=O)(=O)N1Cc1ccccc1C (stereo not given)	-5	2	-3	10	-7.0	0	14	7	2
Cc1cccc(OC(C)C(=O)Nc2cc(Cl)ccc2-n2cncn2)c1 (stereo not given)	1	1	7	8	-1.4	1	0	1	-5
O=C(COc1ncnc2sccc12)Nc1cccc(S(=O)(=O)N2CCCC2)c1	2	-7	-3	8	-0.8	2	3	-3	-2
NS(=O)(=O)c1ccc(Nc2ccc3cc(S(=O)(=O)N4CCCCC4)ccc3n2)cc1	0	-7	4	-21	1.4	0	-14	0	-2
O=C(O)/C=C/C(=O)NCCCc1ccccc1	0	-2	6	4	0.0	1	4	5	-1
COC(=O)c1ccc(NC(=O)CN2CCN(c3ccccc3)CC2)cc1	1	-4	1	-3	-1.6	0	0	7	-2
CCOC(=O)C(C#N)(Cc1ccc2ccccc2n1)Cc1ccc2ccccc2n1	-31	-9	0	2	4.5	15	15	-13	3
COc1ccc(C(=O)NCCc2c[nH]c3ccccc23)cc1	3	-5	1	-3	1.1	1	-4	3	-7
COc1ccc(NS(=O)(=O)c2cc3c(cc2C)N(C)CCO3)c(OC)c1	-2	-3	-7	26	-2.1	1	2	7	2
N=c1n(Cc2ccccc2Cl)c2ccccc2n1CC(O)c1ccco1 (stereo not given)	-7	-7	8	-18	0.6	0	18	2	-1

Pulled by compound from the list above (3):
smiles	M5 PAM	M4 PAM	CHRM4 antagonist	CRFBP-R2 block	CRFBP-R2 agonist	M4 ag	M5 antag	CHRM1 PAM	M5 ag
COc1ccc(NS(=O)(=O)c2cc3c(cc2C)N(C)CCO3)c(OC)c1	-2	-3	-7	26	-2.1	1	2	7	2
O=C(COc1ncnc2sccc12)Nc1cccc(S(=O)(=O)N2CCCC2)c1	2	-7	-3	8	-0.8	2	3	-3	-2
COCCCNc1nc(SCc2ccccc2)nc2sc3c(c12)CCC3	-2	-1	6	9	0.7	-1	2	4	-2

Compound activity as filed in PubChem BioAssay.
